# Mtb BioA inh: blocks M. tuberculosis BioA enzyme activity; purified M. tuberculosis BioA enzyme, plate reader; inhibition, % at 9.99 µM; 360,000 tested, 0.096% active; in the data active = inhibition above about 40%
# * = called active by the depositor.
SMILES,Mtb BioA inh
CCC(=O)N(C)C[C@H]1Oc2ncc(-c3cccc(OC)c3)cc2C(=O)N([C@@H](C)CO)C[C@@H]1C,5.3
C[C@@H]1CCCCO[C@H](CN(C)C(=O)Nc2ccc(C(F)(F)F)cc2)[C@@H](C)CN([C@@H](C)CO)C(=O)c2cc(NC(=O)C3CCCCC3)ccc2O1,-0.6
C[C@H](CO)N1C[C@H](C)[C@@H](CN(C)Cc2cccc(C(=O)O)c2)OCc2ccccc2-c2ccccc2C1=O,-1.1
COc1ccc(S(=O)(=O)Nc2ccc3c(c2)C(=O)N([C@@H](C)CO)C[C@@H](C)[C@H](CN(C)C(=O)Cc2ccccc2)OCCCC[C@H](C)O3)cc1,0.8
C[C@@H]1CN([C@H](C)CO)S(=O)(=O)c2ccc(-c3cccc(C(=O)N(C)C)c3)cc2O[C@@H]1CN(C)C(=O)Cc1ccccn1,4.0
C[C@H]1CN([C@@H](C)CO)C(=O)Cc2cc(NC(=O)Nc3cccc4ccccc34)ccc2O[C@@H]1CN(C)S(=O)(=O)c1ccc(Cl)cc1,-1.0
C[C@@H]1CCCCO[C@H](CN(C)S(=O)(=O)c2cn(C)cn2)[C@H](C)CN([C@@H](C)CO)C(=O)c2cc(NC(=O)CCCN(C)C)ccc2O1,0.6
CN1C[C@H]2[C@@H](c3ccccc31)[C@H](CO)N2C(=O)C1CCCCC1,2.2
COCC(=O)N(C)C[C@H]1Oc2cc(C#CC3CC3)ccc2S(=O)(=O)N([C@@H](C)CO)C[C@H]1C,-0.7
COc1cccc(NC(=O)N[C@H]2CC[C@H](CC(=O)N3CCN(C)CC3)O[C@@H]2CO)c1,3.6
O=C(CC(F)(F)F)N1C[C@H]2[C@@H](c3ccccc31)[C@@H](CO)N2C(=O)Cc1ccccc1,-1.7
Cc1noc(C)c1NC(=O)N(C)C[C@H]1OCCCC[C@H](C)Oc2ccc(NS(=O)(=O)c3cccs3)cc2C(=O)N([C@@H](C)CO)C[C@@H]1C,-1.3
O=C1CSC(c2ccccc2)N1c1ccc(-c2ccccc2)cc1 (centres undefined),-0.4
C[C@@H]1CN([C@@H](C)CO)C(=O)Cc2cc(NC(=O)CCN3CCOCC3)ccc2O[C@H]1CN(C)S(=O)(=O)c1ccc(Cl)cc1,3.3
COc1cccc(NC(=O)N(C)C[C@H]2Oc3cc(C#Cc4ccccc4)ccc3S(=O)(=O)N([C@@H](C)CO)C[C@@H]2C)c1,-0.8
C[C@H](CO)N1C[C@H](C)[C@@H](CN(C)Cc2ccncc2)Oc2cc(-c3cncnc3)ccc2S1(=O)=O,1.6
O=C(Nc1ccc2c(c1)[C@H]1C[C@@H](CC(=O)N3CCCCC3)O[C@@H](CO)[C@H]1O2)C1CCC1,-0.9
CC(=O)N(C)C[C@H]1Oc2ncc(C#CCC3CCCC3)cc2C(=O)N([C@H](C)CO)C[C@@H]1C,0.5
C[C@H](NC(=O)C[C@H]1CC[C@H](NC(=O)CN2CCOCC2)[C@@H](CO)O1)c1ccccc1,0.5
CO[C@@H]1CN(C)C(=O)c2cc(NC(=O)c3ccccc3)ccc2OC[C@@H](C)N(C(=O)C2CC2)C[C@@H]1C,0.9
CN1CCN(C(=O)C[C@@H]2C[C@@H]3c4cc(NC(=O)NC5CCCCC5)ccc4O[C@@H]3[C@@H](CO)O2)CC1,-1.9
C[C@H](CO)N1C[C@H](C)[C@H](CN(C)Cc2ccc(C(=O)O)cc2)OCCCC[C@H](C)Oc2ccc(NS(C)(=O)=O)cc2C1=O,0.1
COc1ccc(S(=O)(=O)Nc2ccc3c(c2)CC(=O)N([C@@H](C)CO)C[C@H](C)[C@H](CN(C)C(=O)Nc2ccc(F)cc2)O3)cc1,-2.3
Cc1ccc(S(=O)(=O)Nc2cccc3c2O[C@H](CN(C)Cc2ccc(-c4ccccc4)cc2)[C@@H](C)CN([C@@H](C)CO)C3=O)cc1,-6.3
C/C=C/c1ccc([C@@H]2[C@@H](CO)N3CCCCN(S(=O)(=O)c4ccc(OC)cc4)C[C@@H]23)cc1,-1.0
C[C@@H]1CN([C@H](C)CO)C(=O)c2cc(NC(=O)NC3CCCCC3)ccc2O[C@@H](C)CCCCO[C@@H]1CN(C)C(=O)Cc1ccccc1,-3.0
CC(C)CC#Cc1cnc2c(c1)C(=O)N([C@@H](C)CO)C[C@H](C)[C@@H](CN(C)C(=O)CCN1CCCCC1)O2,-0.8
Cc1noc(C)c1S(=O)(=O)Nc1ccc2c(c1)C(=O)N([C@@H](C)CO)C[C@H](C)[C@H](CN(C)S(=O)(=O)c1ccc(F)cc1)OCCCC[C@H](C)O2,2.2
Cc1noc(C)c1NC(=O)N(C)C[C@H]1Oc2c(NS(=O)(=O)c3ccc(Cl)cc3)cccc2C(=O)N([C@H](C)CO)C[C@H]1C,-1.0
CS(=O)(=O)Nc1ccc2c(c1)[C@@H]1C[C@H](CC(=O)NCCN3CCCCC3)O[C@H](CO)[C@@H]1O2,-1.5
C[C@@H]1CCCCO[C@@H](CN(C)C(=O)c2ccccc2)[C@H](C)CN([C@H](C)CO)C(=O)c2cc(NS(=O)(=O)c3ccccc3)ccc2O1,-0.4
CN(C)C(=O)C[C@H]1C[C@@H]2c3cc(NC(=O)Nc4ccccc4)ccc3O[C@@H]2[C@H](CO)O1,-0.5
O=C(Cc1ccccc1)N[C@@H]1CC[C@H](CC(=O)N2CCOCC2)O[C@@H]1CO,-4.9
Cc1noc(C)c1S(=O)(=O)Nc1ccc2c(c1)C(=O)N([C@@H](C)CO)C[C@H](C)[C@@H](CN(C)C(=O)Nc1ccccc1)OCCCC[C@H](C)O2,-1.9
C[C@H]1CN([C@@H](C)CO)C(=O)c2cc(NC(=O)Cc3ccccc3)ccc2O[C@H]1CN(C)S(=O)(=O)c1ccccc1,-0.4
CCCC(=O)Nc1ccc2c(c1)OC[C@@H](C)N(Cc1cccc(F)c1)C[C@@H](C)[C@H](OC)CN(C)C2=O,0.0
C[C@H](CO)N1C[C@H](C)[C@H](CN(C)Cc2ccccn2)Oc2ncc(-c3cccc(F)c3)cc2C1=O,1.2
Cc1ccccc1-c1cnc2c(c1)C(=O)N([C@H](C)CO)C[C@H](C)[C@H](CN(C)C(=O)CC1CC1)O2,3.5
O=C(N[C@@H]1CC[C@H](CCNS(=O)(=O)c2ccc(F)cc2)O[C@@H]1CO)c1cccc(F)c1,1.1
C[C@@H]1CN([C@H](C)CO)C(=O)Cc2cc(NS(C)(=O)=O)ccc2O[C@@H]1CN(C)Cc1ccc(Cl)c(Cl)c1,3.1
COc1ccccc1C(=O)Nc1ccc2c(c1)C(=O)N(C)[C@@H]1CC[C@H](CC(=O)NCCc3ccncc3)O[C@H]1CO2,-1.4
CO[C@H]1CN(C)C(=O)c2cc(NC(=O)C3CCC3)ccc2OC[C@H](C)N(Cc2cccnc2)C[C@@H]1C,-2.6
CCC(=O)N(C)C[C@@H]1[C@H](c2ccc(C3=CCCCC3)cc2)[C@H](CO)N1C(=O)CC,5.8
O=C(C[C@H]1C[C@H]2c3cc(NC(=O)NC4CCCC4)ccc3O[C@H]2[C@@H](CO)O1)NCCc1ccccc1,-2.2
C[C@@H]1CN([C@@H](C)CO)C(=O)c2cc(NC(=O)Nc3ccc(F)cc3)ccc2O[C@@H](C)CCCCO[C@@H]1CN(C)C(=O)Cc1ccccc1,-2.0

# In another format: results already given.
compound | Mtb BioA inh
Cc1noc(C)c1S(=O)(=O)Nc1ccc2c(c1)C(=O)N([C@@H](C)CO)C[C@H](C)[C@@H](CN(C)C(=O)Nc1ccccc1)OCCCC[C@H](C)O2 | -1.9
C[C@H]1CN([C@@H](C)CO)C(=O)c2cc(NC(=O)Cc3ccccc3)ccc2O[C@H]1CN(C)S(=O)(=O)c1ccccc1 | -0.4
CCCC(=O)Nc1ccc2c(c1)OC[C@@H](C)N(Cc1cccc(F)c1)C[C@@H](C)[C@H](OC)CN(C)C2=O | 0.0
C[C@H](CO)N1C[C@H](C)[C@H](CN(C)Cc2ccccn2)Oc2ncc(-c3cccc(F)c3)cc2C1=O | 1.2
Cc1ccccc1-c1cnc2c(c1)C(=O)N([C@H](C)CO)C[C@H](C)[C@H](CN(C)C(=O)CC1CC1)O2 | 3.5
O=C(N[C@@H]1CC[C@H](CCNS(=O)(=O)c2ccc(F)cc2)O[C@@H]1CO)c1cccc(F)c1 | 1.1
C[C@@H]1CN([C@H](C)CO)C(=O)Cc2cc(NS(C)(=O)=O)ccc2O[C@@H]1CN(C)Cc1ccc(Cl)c(Cl)c1 | 3.1
COc1ccccc1C(=O)Nc1ccc2c(c1)C(=O)N(C)[C@@H]1CC[C@H](CC(=O)NCCc3ccncc3)O[C@H]1CO2 | -1.4
CO[C@H]1CN(C)C(=O)c2cc(NC(=O)C3CCC3)ccc2OC[C@H](C)N(Cc2cccnc2)C[C@@H]1C | -2.6
CCC(=O)N(C)C[C@@H]1[C@H](c2ccc(C3=CCCCC3)cc2)[C@H](CO)N1C(=O)CC | 5.8
O=C(C[C@H]1C[C@H]2c3cc(NC(=O)NC4CCCC4)ccc3O[C@H]2[C@@H](CO)O1)NCCc1ccccc1 | -2.2

# Carrying on.
SMILES,Mtb BioA inh
Cc1ccc(S(=O)(=O)N[C@H]2CC[C@@H](CCn3cc(C(C)C)nn3)O[C@H]2CO)cc1,-2.3
C[C@H]1CN([C@@H](C)CO)C(=O)c2cc(NC(=O)CCC(F)(F)F)ccc2O[C@@H]1CN(C)C(=O)NC1CCCCC1,-0.9
COc1ccc(S(=O)(=O)N2CC[C@@H]3[C@H]2c2cc(-c4cccc(C#N)c4)ccc2N[C@@H]3CO)cc1,-0.8
C[C@H](CO)N1C[C@H](C)[C@H](CN(C)C(=O)NC2CCCC2)Oc2cc(C#Cc3ccc(F)cc3)ccc2S1(=O)=O,-0.3
COc1ccc(NC(=O)N2C[C@@H](O)COC[C@@H]3O[C@@H](CC(=O)NC4Cc5ccccc5C4)CC[C@H]32)cc1,-0.1
O=C(C[C@H]1CC[C@H]2[C@@H](COC[C@H](O)CN2S(=O)(=O)c2ccc(F)cc2)O1)NCC1CCCCC1,1.5
COc1ccc(NC(=O)N(C)C[C@@H]2Oc3c(NC(=O)NC(C)C)cccc3C(=O)N([C@@H](C)CO)C[C@@H]2C)cc1,-1.3
COc1ccc(NC(=O)N(C)C[C@@H]2Oc3c(NC(=O)Nc4ccccc4)cccc3C(=O)N([C@@H](C)CO)C[C@H]2C)cc1,1.4
Cc1cccc(S(=O)(=O)N[C@@H]2CC[C@@H](CCn3cc(-c4ccccn4)nn3)O[C@@H]2CO)c1,2.9
OC[C@@H]1[C@H](c2ccc(/C=C/c3ccccc3)cc2)[C@H]2CN(Cc3cncnc3)CCCCN12,1.9
C[C@H](CO)N1C[C@H](C)[C@H](CN(C)S(=O)(=O)c2cn(C)cn2)OCCCC[C@H](C)Oc2ccc(NC(=O)Nc3ccc4c(c3)OCO4)cc2C1=O,8.0
O=C(C[C@H]1CC[C@@H]2[C@H](COC[C@@H](O)CN2Cc2cc(F)cc(F)c2)O1)NCc1cccc(F)c1,-2.0
CN1C(=O)c2cc(NC(=O)c3cnccn3)ccc2OC[C@H]2O[C@@H](CC(=O)O)CC[C@@H]21,-2.7
COc1ccc(CN(C)C[C@H]2Oc3ccc(NC(=O)Cn4cnnn4)cc3C(=O)N([C@H](C)CO)C[C@H]2C)cc1,1.1
O=C(c1cccnc1)N1CCCCN2[C@@H](CO)[C@H](c3ccc(C#Cc4ccccc4)cc3)[C@@H]2C1,2.8
COCC(=O)Nc1ccc2c(c1)OC[C@H](C)N(C(C)=O)C[C@@H](C)[C@@H](OC)CN(C)C2=O,-3.0
C[C@H](CO)N1C[C@H](C)[C@@H](CN(C)C(=O)Nc2ccccc2)Oc2c(NC(=O)c3cnccn3)cccc2C1=O,-3.1
COCC(=O)Nc1ccc2c(c1)C(=O)N(C)[C@H]1CC[C@H](CC(=O)Nc3cccc(C)c3)O[C@@H]1CO2,8.7
C[C@@H]1CCCCO[C@@H](CN(C)C(=O)c2ccncc2)[C@@H](C)CN([C@H](C)CO)C(=O)c2cc(NC(=O)CCC(F)(F)F)ccc2O1,-6.0
O=C(NCC[C@@H]1CC[C@H](NC(=O)C2CCC2)[C@@H](CO)O1)c1cc(Cl)cc(Cl)c1,-1.0
COc1ccc(NC(=O)Nc2ccc3c(c2)C(=O)N([C@H](C)CO)C[C@@H](C)[C@H](CN(C)S(=O)(=O)c2ccccc2)O3)cc1,3.5
CCCN1C[C@@H](C)[C@@H](OC)CN(C)C(=O)c2ccc(NC(=O)C3CCOCC3)cc2OC[C@H]1C,-7.5
COc1ccc(NC(=O)Nc2cccc3c2O[C@@H](CN(C)C(=O)Nc2ccc(C(F)(F)F)cc2)[C@H](C)CN([C@@H](C)CO)C3=O)cc1,-6.2
COC(=O)C[C@@H]1CC[C@H]2[C@H](COc3ccc(NC(=O)NC(C)C)cc3C(=O)N2C)O1,0.6
CN(C)c1ccc2c(c1)[C@@H]1C[C@H](CC(=O)NCc3ccccc3)O[C@@H](CO)[C@@H]1O2,0.0
CCC(=O)N(C)C[C@@H]1Oc2cc(C#CCC3CCCC3)ccc2S(=O)(=O)N([C@H](C)CO)C[C@H]1C,1.0
C[C@H]1CN([C@@H](C)CO)C(=O)c2cc(-c3ccccc3)cnc2O[C@H]1CN(C)Cc1ccccn1,0.5
C[C@@H]1CN([C@H](C)CO)C(=O)c2cc(-c3cccc(C#N)c3)cnc2O[C@H]1CN(C)C,0.5
CO[C@@H]1CN(C)C(=O)c2ccc(NC(=O)C3CCCC3)cc2OC[C@@H](C)N(C(C)=O)C[C@H]1C,-1.8
COc1ccc(S(=O)(=O)N(C)C[C@H]2Oc3c(NC(=O)Nc4c(C)noc4C)cccc3C(=O)N([C@@H](C)CO)C[C@@H]2C)cc1,1.4
C[C@@H]1CN([C@H](C)CO)C(=O)c2cccc(NC(=O)c3ccncc3)c2O[C@H]1CN(C)S(=O)(=O)c1ccccc1,-0.8
Cc1ccc(S(=O)(=O)N(C)C[C@@H]2OCCCC[C@@H](C)Oc3ccc(NC(=O)C4CCCCC4)cc3C(=O)N([C@H](C)CO)C[C@H]2C)cc1,-1.8
C[C@@H]1CN([C@H](C)CO)S(=O)(=O)c2ccc(-c3ccncc3)cc2O[C@@H]1CN(C)C(=O)c1ccc2c(c1)OCO2,2.8
C[C@@H]1CCCCO[C@H](CN(C)S(C)(=O)=O)[C@H](C)CN([C@@H](C)CO)C(=O)c2cc(NC(=O)c3ccccc3)ccc2O1,17.0
CCCN1C[C@@H](C)[C@@H](OC)CN(C)C(=O)c2cc(NC(=O)c3cccc(F)c3)ccc2OC[C@@H]1C,7.8

# Source: PubChem BioAssay

# The list is partial, so the mix of outcomes need not match the whole.
